# Pf Dd2 inh = Plasmodium falciparum Dd2 growth inhibition; AID 1347417; Potency, µM (highest dose often 28.9 µM), for inactives: top-dose activity, negative = inhibition, usual class: inhibitors; P. falciparum Dd2 growth, SYBR Green, 72 h; 120,000 compounds, 4.3% hits; active = well fitted inhibition curve with a large enough effect; inconclusive = small, poorly fitted or top-dose-only effect; inactive = no such curve, though single readings can be large or run the other way;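 note: plate controls were DMSO vehicle for no effect and reference drug for full effect; nearly all actives have a fitted effect of over 65% in size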
#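 Infected erythrocytes (Dd2, 0.3% parasitemia, 2.5% hematocrit final) are added to compound in RPMI-1640/Albumax II medium, grown 72 h at 37C in low oxygen, then lysed with saponin/Triton-X containing SYBR Green and read by fluorescence.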
# * = called active by the depositor; i = inactive; ? = inconclusive; [ ] = remark or other dose. Potency is the fitted concentration of half-maximal effect. Not all compounds are listed; count on the stated rates, not on these rows.
canonical_smiles,Pf Dd2 inh
Oc1ccc(-c2nc(C3CC3)nc3c2CCN(Cc2cccc4ccccc24)CC3)cc1,?
Cc1cc(NC(=O)CN2C(=O)CSc3ccc(S(=O)(=O)N(C)C)cc32)ccc1Br,-2.2%
Cc1ccccc1C(=O)N1CCCC(c2nn(-c3ccc(Cl)cc3)c(=O)[nH]2)C1 (stereo not drawn),?
O=C(NCC1CC1)C1Cn2cccc2C(=O)N1Cc1cccnc1 (stereo not drawn),?
Cn1c([C@H]2CCN(Cc3ccc4c(c3)OCO4)C2)nc2ccccc21,?
CC(C)CN(C)C(=O)c1cc(-c2cnn(C(C)C)c2)nc2cc(F)ccc12,?
CC1CCN(C(=O)c2ccccc2OCC2CCCNC2)CC1 (stereo not drawn),-17.9%
COc1cncc(N2C[C@@H]3[C@H](C2)N(CCOc2ccccc2)C(=O)C(C)(C)[S+]3(=O)[O-])c1,-1.2%
CC(=O)N1CCC(Cc2ccc(C(=O)NCCCn3cccn3)cc2)CC1,i
COc1ccc(CCNC(=O)Cn2cc(S(=O)(=O)Cc3ccccc3Cl)c3ccccc32)cc1OC,i
CCOC(=O)N1CCc2c(sc(NCc3ccc(N(C)C)cc3)c2C(=O)Nc2ccc(OC)cc2)C1,11.2µM*
COc1ccc(CNC(=O)CN(c2ccccc2)S(=O)(=O)N(C)C)cc1,42.5%[activator]
CC(=O)N1c2c(cc(Br)cc2S(=O)(=O)NCc2ccccc2Cl)CC1C (stereo not drawn),15.3%
O=C(CSC1=Nc2ccccc2C2=NC(CCC(=O)NC3CCCCC3)C(=O)N12)Nc1cccc(Cl)c1 (stereo not drawn),?
CN1CCN(c2ncc3c(n2)CCN(Cc2ccccc2Cl)C3)CC1,101.2%[activator][5.79 µM]

# Molecules shown so far with bromine, in the order listed:
canonical_smiles,Pf Dd2 inh
Cc1cc(NC(=O)CN2C(=O)CSc3ccc(S(=O)(=O)N(C)C)cc32)ccc1Br,-2.2%
CC(=O)N1c2c(cc(Br)cc2S(=O)(=O)NCc2ccccc2Cl)CC1C (stereo not drawn),15.3%

# (list continues)
canonical_smiles,Pf Dd2 inh
COc1ccc(C(=O)N2CCCCCCN(C)C(=O)[C@@H]3CCC[C@@H]32)cc1,-2.1%
O=C(c1cnccn1)N1CCCC(Cc2nc(C3CCOCC3)no2)C1 (stereo not drawn),29.7%
CCc1ccc(NC(=O)Cn2cnc3nc4c(cc3c2=O)CCCC4)cc1,14.7%
CCn1c(-c2ccccc2)nn(CC(=O)NCc2ccsc2)c1=O,7.1%
O=C(NCc1ccncc1)[C@@H]1C[C@@H](c2ccc(F)cc2)N(CCOc2ccccc2)C1,?
CCCN1Cc2cccc(C(=O)Nc3ccc(C(C)=O)cc3)c2C1=O,32.5%[activator]
O=C(c1ccc(C(F)(F)F)cc1)N1CCC2(CC(c3cccnc3)=NO2)C1 (stereo not drawn),3.1%
Cc1ccc(C(c2sc3nc(-c4ccco4)nn3c2O)N2CCN(c3ccc(F)cc3)CC2)cc1 (stereo not drawn),46.7%[activator]
CCn1nccc1C(=O)N1CCC2(CC1)CC(OCCOC)CCO2 (stereo not drawn),?
COCC(=O)NC[C@H]1CCN(Cc2cc(C)nn2C)C[C@H]1N(C)C,4.5%
CC1=C[C@@H](CC#N)[C@H](C(C)C)C[C@H]1CC(=O)N(C)CCc1ccccn1,?
Cc1cccc2nc(-c3ccco3)c(Nc3ccc4c(c3)OCO4)n12,?
O=C(CCC[C@H]1NC[C@@H]2CC1CN(Cc1ccccc1)C2)N1CCCC1,-5.9%
O=C(NCC1(COc2cccnc2)C[C@@H](O)[C@@H](O)C1)Nc1cccnc1 (stereo partly drawn),26.0%[44.1 µM]
Cc1ccc(-c2cc(C(=O)N[C@H]3Cc4ccccc4[C@@H]3N)n[nH]2)s1,i
CSCc1noc(CNC(=O)[C@H]2CNC[C@H](C(=O)N3CCCC3)C2)n1,-5.8%
Cc1ccc(CN2C(=O)OC(c3cccc(NC(=O)Cc4ccccc4)c3)C2C(=O)N2CCCC2)cc1 (stereo not drawn),-15.3%
Cc1ccc(-n2c(=O)c3c4c(sc3n(Cc3ccccc3C)c2=O)CCC4)cc1C,i
COc1cccc(NC(=O)N2CC[C@@H](CC(=O)O)[C@@H](CC3=NCCc4cc(OC)c(OC)cc43)C2)c1,-5.7%
CCOC(=O)c1ccc(CN(Cc2ccc(F)cc2)S(=O)(=O)c2ccc(F)cc2)cc1,65.2%[activator]
Cc1ccc(Cl)cc1N1CCN(CCCNC(=O)C2COc3ccccc3C2)CC1 (stereo not drawn),-24.1%
Cc1ccc2oc3c(c(=O)c2c1)C(c1ccc(O)cc1)N(CCCN(C)C)C3=O (stereo not drawn),27.0%
Cc1cc(C)cc(-c2ccc(CN3C4CCC3CN(C(=O)c3ccncc3)C4)cc2)c1,?
COc1ccc(CCC(=O)N2CCCCCNC(=O)[C@@H]3CCCC[C@@H]32)cc1,-3.1%
CCCSCCCNC(=O)c1cc2n(n1)CCCN(Cc1ccc(C)cc1)C2=O,i
COc1ccc(NC(=O)Cn2c(-c3ccccc3)nc(C)cc2=O)cc1OC,i
O=C(NC1CC1)c1ccc(Cn2c(SCc3ccc(F)cc3)nc3cccnc32)cc1,-2.3%
CN1CCCN(C(=O)CCC[C@@H]2[C@H]3CCCN4CCC[C@@H](CN2Cc2cccnc2)[C@@H]34)CC1,-15.0%
Cc1ccc(CNC(=O)C(CC(C)C)N2Cc3ccccc3C2=O)cc1 (stereo not drawn),1.4%
COC[C@H]1CCCN1C(=O)CC[C@H]1CNC(=O)[C@@H]2[C@@H](CCN2Cc2ccc(O)cc2)N1C,-24.9%
Cc1ccc(-c2nc(-c3cc4cccc(OCc5ccccc5F)c4oc3=O)no2)cc1,22.5%
O=C(Cn1nc2c(cc1=O)CCCCC2)NCCn1c(=O)c(=O)[nH]c2ccccc21,-10.6%
O[C@H]1[C@H](NCc2cnc3ccccc3c2)[C@@H](c2cccnc2)C[C@H]1O,19.3%[44.1 µM]
O=C(Nc1ccc([C@H]2OCC(=O)N(Cc3ccc(F)cc3)[C@@H]2CO)cc1)C1CCC1,i
O=C(c1ccc(Br)cc1)N1CCN(c2cc(-c3ccccc3)[nH]n2)CC1,-5.7%
O=C(NC1C[C@H]2CC[C@@H](C1)N2C(=O)Cc1cccc(F)c1)c1ccncc1 (stereo partly drawn),-4.4%
COc1ccc2cc(C(=O)NCc3ccc4c(c3)CCN4C(=O)c3ccc(F)cc3)[nH]c2c1,14.6%
O=C(C1CCN(c2nc(-c3ccccc3)nc3c2CCC3)CC1)N1CCC[C@H]1CO,8.91µM*
CCc1ccc([S+](=O)([O-])c2nnn3c2nc(NCCCOC)c2ccccc23)cc1,?
CCOC(=O)c1cccc(NC(=O)N2CC[C@@H](CC(=O)Nc3ccccc3)[C@@H](CC)C2)c1,i
CCOC(=O)c1cccc(NC(=O)C2CCN(S(=O)(=O)c3cn(C)cn3)CC2)c1,59.9%[activator]
N#Cc1cccc(CN[C@@H]2CO[C@H](CNC(=O)c3ccncc3)[C@H]2O)c1,-10.3%[44.1 µM]
COc1ccc(CN2C[C@@H](CO)[C@H](NC(=O)C3CC3)C2)cc1,11.0%
CC(C)(C)C(=O)N[C@@H](Cn1ccc(=O)[nH]c1=O)C(=O)O,3.8%[44.1 µM]
CCN1CC2(CCN(C(=O)c3cccc(Cn4cccn4)c3)CC2)OC1=O,-19.0%
Cc1ccc(CNC(=O)Cc2ccc(NC(=O)N3CCSc4ncccc43)cc2)cc1,82.1%[activator]
CCn1ccc2ccc(CN3CCCC(O)(CN4CCCC4)C3)cc21 (stereo not drawn),?
COc1ccc(CN2CCN(c3nc4ccccc4o3)CC2CCO)cc1C (stereo not drawn),?
CN(C)C[C@@H]1CN(c2ccccn2)C[C@H]1NC(=O)Cc1ccsc1,?
Cc1cccc(-n2c(=O)c3c(cc(C)n3C)n(CC(=O)Nc3c(C)cccc3C)c2=O)c1,58.5%[activator]
O=S(=O)(Cc1ccccc1)N1CCC2(CCCCO2)CC1,-17.2%
Cc1ccccc1OCc1nnc(SCc2cc(=O)c3cccc(F)c3[nH]2)n1C,37.6%[activator]
O=C(CCc1ccc(=O)[nH]n1)N1CCC2(CCCNC2=O)C1 (stereo not drawn),-17.1%
COC[C@@H]1CN(C(=O)CCc2ccc(OC)cc2)C[C@H]1C(N)=O,23.3%
O=C(Cn1ccn2nc(-c3ccc(F)cc3)c(CO)c2c1=O)Nc1ccc2c(c1)OCO2,-20.6%
CCOCc1nc(C2CCCN2C(=O)Nc2ccccc2F)no1 (stereo not drawn),22.4%
Cc1ccccc1NC(=O)N1CCC(CCNC(=O)C2(c3ccccc3)CC2)CC1,-14.4%
O=C(CC1NCCNC1=O)Nc1ccccc1F (stereo not drawn),52.2%[activator]
Cn1ccnc1CN1CCOc2cc([S+](=O)([O-])Nc3ccccc3)ccc2C1,-27.1%[44.1 µM]
O=S(=O)(c1cccs1)N1CCC(c2nc(CCOc3ccc(F)cc3)no2)C1 (stereo not drawn),i

# Additional structures.
canonical_smiles,Pf Dd2 inh
Cc1cccc(-c2ccc3c(c2)C(=O)N2CC[C@H](NC(=O)NC(C)C)C[C@H]2C(=O)N3)c1C,-4.5%[44.1 µM]
COc1cc2ccccc2cc1C(=O)N1CCN(c2nc3ccc(F)cc3s2)CC1,25.2%
Cc1ccc(F)cc1S(=O)(=O)N1CCC(OC2CCN(Cc3ccccc3)CC2)CC1,?
Cc1cc(C)cc(C(=O)N2CCc3[nH]nc(C(=O)N(C)C)c3C2)c1,?
O=C(O)[C@H]1C[C@H](C(=O)NCc2ccncc2)CN(C(=O)C2CCCC2)C1,10.4%
COCCOc1ccc2c(n1)CCN(C(=O)CC1CCCC1)C2,-5.3%
Cc1c(C(=O)Nc2ccc(F)cc2F)nnn1-c1ccccc1Br,?
CCOc1ccccc1NC(=O)c1c(NC(=O)c2ccccc2)sc2c1CCCC2,i
CN1C(=O)C2(CCN(C(=O)c3ccnn3C)CC2)c2ccccc21,46.2%
Cc1oc2ccn(Cc3cccc(F)c3)c(=O)c2c1C(=O)NC1CCCC1,?
O=C(CC(c1ccccc1)c1ccc2c(c1)OCO2)N1CCSCC1 (stereo not drawn),i
COc1ccccc1N1CCN(S(=O)(=O)c2c(C)sc3ncn(CC(=O)N(C)c4ccc(Cl)cc4)c(=O)c23)CC1,?
O=C1c2c(nc(CNc3cccc(F)c3)n2Cc2ccccc2)NCCN1CCN1CCCCC1,?
O=C(NC1CC1)c1cnn2ncccc12,8.1%[44.1 µM]
COc1ccc(CNC(=O)COCc2cc(-c3cccs3)on2)cc1,17.6%
O=C(Nc1ccc2c(c1)OCCO2)N1CCCC(Cn2cnc3cccnc32)C1 (stereo not drawn),-17.4%
O=C(c1ccc2c(c1)OCO2)N1CCN(c2cc(-c3ccc(F)cc3)[nH]n2)CC1,i
COc1ccc(OC)c(S(=O)(=O)N2CCCCCCN(C)C(=O)CC2)c1,-15.4%
COc1ccc(-c2noc(C(=O)O)c2[C@H](C)O)cc1,-16.4%[44.1 µM]
O=C(C1CCc2nnc(-c3ccc(Cl)nc3)n21)N1CCOCC1 (stereo not drawn),23.0%
O=C(NCCn1cccn1)C1CCC(=O)N(C2CCCCCC2)C1 (stereo not drawn),-5.9%
CCCc1nc2ccccc2n2c(-c3ccc(C)cc3)c3c(=O)n(C)c(=O)n(C)c3c12,82.2%[activator]
CC(C)(Oc1nn(CCN2CCOCC2)c2ccccc12)C(=O)NCc1ccccc1,11.2µM*
Cc1cc(C(=O)N2CCC(Cc3ccc(C(N)=O)cc3)CC2)nn1C,-16.2%
CC(C)Nc1ccc2nnc(-c3ccccn3)n2n1,-2.7%[44.1 µM]
Cc1ccc(-c2nc3sc(CCNC(=O)c4ccco4)c(C)n3n2)cc1,i
COc1ccc(-c2cc3nc(N)cc(=O)n3[nH]2)cc1,25.6%
Cc1ccc(C)c(NC(=O)Cn2cc(C(=O)C3CCCCC3)c3ccccc32)c1,59.7%[activator][5.79 µM]
COc1ncccc1-c1cccc(CCOc2cnc3c(ccn3CC(=O)O)c2)c1,i
CN(C)[C@@H]1C[C@H](CO)[C@@H](O)[C@H]1O,18.3%[76.6 µM]
COc1ccccc1N1CCN(C(=O)CN2C(=O)NC3(CCC(C)CC3)C2=O)CC1 (stereo not drawn),-19.3%
CCOc1cc(=O)n2c(c1C(=O)Nc1ccc(Cl)cc1C)CCCC2,43.3%[activator]
O=C(Cc1ccc(F)cc1)N1CCN(c2nc3ncccc3o2)CC1,i
Cc1ncsc1C1N(C2CCN(S(=O)(=O)c3ccccc3)CC2)C(=O)C12CCCC2 (stereo not drawn),?
Cc1ccc2c(c1)N1C(=O)OC[C@@H]1CCNC2,23.0%[44.1 µM]
CCNC(=O)NCC1CCN(Cc2cc(Cl)cc(Cl)c2)C1 (stereo not drawn),?
Cc1noc(C)c1C(=O)N1C[C@@H](COc2ccccc2)[C@H](C(N)=O)C1,-16.7%
Cc1cc(CN(C)C(=O)CC(c2ccccc2)c2ccc3c(c2)OCO3)n[nH]1 (stereo not drawn),i
O=C(NC(C(=O)N1CCCCC1)C1CCN(C(=O)CCc2ccccc2)CC1)c1cccs1 (stereo not drawn),-4.9%

# A draw from above in order of heavy-atom count, low to high.
canonical_smiles,Pf Dd2 inh
Cc1cc(CN(C)C(=O)CC(c2ccccc2)c2ccc3c(c2)OCO3)n[nH]1 (stereo not drawn),i
Cc1ncsc1C1N(C2CCN(S(=O)(=O)c3ccccc3)CC2)C(=O)C12CCCC2 (stereo not drawn),?
O=C(NC(C(=O)N1CCCCC1)C1CCN(C(=O)CCc2ccccc2)CC1)c1cccs1 (stereo not drawn),-4.9%

# Compound activity: PubChem BioAssay, National Center for Advancing Translational Sciences (NCATS)
